ALDH1A1 block = ALDH1A1 (human) enzyme inhibition; AID 1030; P00352; Purified ALDH1A1, NADH fluorescence, propionaldehyde substrate; 220,000 compounds, 7.3% hits; Potency, µM (highest dose often 75.3 µM), without a hit: at the top dose activity, negative = inhibition, hits mostly inhibitors; active means well fitted inhibition curve with a large enough effect, not every such curve was filed as active; inconclusive means small, poorly fitted or top-dose-only effect, or another doubt; inactive means no such curve, though single readings can be large or run the other way;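 further: plate controls were no enzyme wells and a reference inhibitor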
SMN2 splice enh = SMN2 splice variant enhancement | HEK293 SMN2-luciferase splicing reporter, luminescence, 30-36 h | Potency, µM (highest dose often 46.1 µM), without a hit: top-dose activity change, positive = activation, most hits filed as activators | 210,000 compounds, 2.8% hits | AID 1458; further: % of control where 0% means no effect; nearly all actives have a fitted effect of over 55% in size
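qHTS luciferase splicing reporter: luminescence rises when SMN2 exon 7 is included in transfected HEK293 cells. Compound exposure lasted 30-36 h at 37C, with 4.5 mM final sodium butyrate as control, followed by a ONE-Glo read.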
GLA spleen mod = alpha-galactosidase A (human) modulation. 240,000 compounds, 0.008% hits. Potency, µM (highest dose often 80 µM), inactives show at the highest dose activity change, negative = inhibition, actives largely listed as inhibitors. human spleen homogenate, 4MU-alpha-Gal fluorescence, 40 min;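 further: 0% = enzyme with vehicle and -100% = no enzyme basal signal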
Target sequence (P06280 32-429 limits assumed): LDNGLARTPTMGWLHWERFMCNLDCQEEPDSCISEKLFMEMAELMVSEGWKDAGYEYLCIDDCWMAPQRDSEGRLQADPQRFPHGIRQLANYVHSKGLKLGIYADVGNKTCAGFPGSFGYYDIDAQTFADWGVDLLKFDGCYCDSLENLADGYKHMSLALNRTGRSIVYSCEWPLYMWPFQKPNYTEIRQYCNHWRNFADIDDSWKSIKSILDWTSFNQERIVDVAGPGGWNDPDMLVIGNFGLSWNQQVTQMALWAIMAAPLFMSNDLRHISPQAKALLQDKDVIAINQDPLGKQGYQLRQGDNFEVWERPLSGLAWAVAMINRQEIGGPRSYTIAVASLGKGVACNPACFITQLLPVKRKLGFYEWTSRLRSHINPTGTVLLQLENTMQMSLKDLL
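Human spleen homogenate (1 ug) was the enzyme source, with 4-methylumbelliferyl-alpha-D-galactopyranoside (1 mM final) in pH 5.0 citrate buffer with 0.01% Tween-20. Compounds were titrated; after 40 min at 37C, NaOH/glycine stop, 4-MU fluorescence read; AC50 from Hill fits.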
GAA inhib = alpha-glucosidase (human) inhibition; purified human GAA, 4-MU-alpha-glucoside fluorescence; 200,000 compounds, 0.005% hits; Potency, µM (titrated, usually from 76.9 µM), for the others: at the highest dose activity change, negative = inhibition, hits mostly inhibitors;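 further: plate controls were uninhibited enzyme wells for no effect and no-enzyme background for full effect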
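Activity normalized between no-enzyme (basal) and enzyme-only wells. Conditions: 4 nM human enzyme, 400 uM fluorogenic substrate, citrate/phosphate pH 5.0 with Tween-20, 20 min room temperature, compounds up to 77 uM.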
KDM4E inh = JMJD2E (human) inhibition. 230,000 compounds, 1.6% hits. B2RXH2. JMJD2E catalytic domain, FDH-coupled NADH fluorescence (FDH is formaldehyde dehydrogenase). Potency, µM (doses to about 57.1 µM), for inactives: top-dose activity change, negative = inhibition, actives largely listed as inhibitors; active means well fitted inhibition curve with a large enough effect, not every such curve was filed as active; inconclusive means small, poorly fitted or top-dose-only effect, or another doubt; inactive means no such curve, though single readings can be large or run the other way;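 further: 0% = wells with enzyme and -100% = buffer wells without enzyme; nearly all actives have a fitted effect of over 50% in size; many of its hits are not listed in these tables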
Target sequence (B2RXH2 1-337 limits assumed): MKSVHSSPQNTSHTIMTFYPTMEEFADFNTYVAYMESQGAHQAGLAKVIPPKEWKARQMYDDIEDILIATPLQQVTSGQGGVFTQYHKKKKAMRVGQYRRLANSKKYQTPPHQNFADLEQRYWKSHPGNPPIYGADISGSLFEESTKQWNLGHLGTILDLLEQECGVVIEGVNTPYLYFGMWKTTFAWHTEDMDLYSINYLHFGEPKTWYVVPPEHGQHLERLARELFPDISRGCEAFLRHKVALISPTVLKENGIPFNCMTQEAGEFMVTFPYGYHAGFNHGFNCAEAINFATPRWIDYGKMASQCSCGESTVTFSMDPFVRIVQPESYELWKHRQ
GAA glycogen mod = alters human alpha-glucosidase cleavage of glycogen. P10253. recombinant GAA, glycogen substrate, Amplex Red glucose oxidase fluorescence. AID 2100. 300,000 compounds, 0.38% hits. Potency, µM (series often up to 76.4 µM), for inactives: top-dose activity change, negative = inhibition, most hits filed as inhibitors;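 further: 0% = full enzyme reaction and -100% = no-enzyme basal signal; the screen sought inhibitors and activators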
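qHTS, 1536-well; enzyme 4 nM final; cpd up to 77 uM; substrate bovine liver glycogen 30 ug; 50 mM citrate/phosphate pH 5.0, 0.01% Tween-20; 37 C, 40 min; Amplex Red detection 45 min RT; Hill fit → AC50.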
aGlu spleen mod = lysosomal alpha-glucosidase (human) modulation. P10253. 240,000 compounds, 0.006% hits. human spleen homogenate, 4-MU-alpha-glucoside fluorescence. Potency, µM (doses to about 79.9 µM), inactives show at the highest dose activity change, negative = inhibition, most hits filed as inhibitors;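 further: 0% = enzyme with vehicle and -100% = no enzyme basal signal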
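Human spleen homogenate (1 ug) with 4-methylumbelliferyl-alpha-D-glucopyranoside (1 mM final) in 50 mM citrate/phosphate pH 5.0, 0.01% Tween-20; 40 min at 37 C. Stopped at pH 10; 4-MU fluorescence Ex 365/Em 440 nm; AC50 by Hill fit.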
GoLoco inh red = inhibitors of human Gai1-RGS12 GoLoco interaction (red fluorophore) | P63096 | Gai1:RGS12 GoLoco peptide FP, rhodamine, 10 min | Potency, µM (titrated, usually from 61.6 µM), for the others: at the highest dose activity, negative = inhibition, most hits filed as inhibitors | 230,000 compounds, 0.44% hits; active means well fitted inhibition curve with a large enough effect, not every such curve was filed as active; inactive means no such curve, though single readings can be large or run the other way; further: on the % scale 0 is the no-effect control and ±100 the full control effect; nearly all actives have a fitted effect of over 30% in size; many of its hits are not listed in these tables
Target sequence (P63096 whole entry, looked up): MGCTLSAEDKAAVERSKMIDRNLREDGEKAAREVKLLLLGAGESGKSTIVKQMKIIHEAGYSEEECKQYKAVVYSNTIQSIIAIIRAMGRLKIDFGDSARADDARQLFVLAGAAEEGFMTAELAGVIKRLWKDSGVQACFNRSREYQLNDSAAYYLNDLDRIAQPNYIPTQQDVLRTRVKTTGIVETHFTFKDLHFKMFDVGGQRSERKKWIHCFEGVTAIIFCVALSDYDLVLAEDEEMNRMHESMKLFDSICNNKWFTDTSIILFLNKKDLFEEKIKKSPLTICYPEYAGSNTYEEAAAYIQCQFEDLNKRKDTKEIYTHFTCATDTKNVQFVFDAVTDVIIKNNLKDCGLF
Starred values were filed as active, the others as inactive; ? = inconclusive; . = no result given; & = joins results of further samples; [ ] = dose if it differs, or a comment. Unless noted, the call rests on the fitted dose curve; in most records, active means well fitted curve in the direction sought with a large enough effect; inconclusive means small, poorly fitted or top-dose-only effect, or another doubt; inactive means no such curve, though single readings can be large; an effect the other way counts as inactive or inconclusive. Potency means the concentration at half of the fitted maximal effect.

SMILES	ALDH1A1 block	SMN2 splice enh	GLA spleen mod	GAA inhib	KDM4E inh	GAA glycogen mod	aGlu spleen mod	GoLoco inh red
COc1ccc(N(C(=O)c2cccnc2)S(=O)(=O)c2cccc([N+](=O)[O-])c2)cc1	-13%	-17%	-1%	8%	4%	12%	5%	-8%
Cc1ccc(NC(=O)c2ccc(NCCN)c([N+](=O)[O-])c2)cc1Cl	?	29%	-4%	-3%	7%	7%	-5%	27%
COc1ccc(NS(=O)(=O)c2ccc(N/N=C(\C)c3ccncc3)c([N+](=O)[O-])c2)cc1	1%	-53%[inhibitor]	-12%	3%	-6%	2%	8%	-4%
C/C(=N\NC(=O)CCCNc1cccc(C)c1)c1ccncc1	6%	.	-4%	14%	-11%	-12%	-3%	-8%
CN1C(=S)N(c2cccnc2)C(=O)/C1=C\c1ccc(N(C)C)cc1	13µM*	-21%	6%	-6%	9%	6%	3%	140%[activator]
Cc1cccc(CN2CCN(C3CCCC3)C(CCO)C2)n1 (stereo not given)	3%	.	-2%	0%	-1%	6%	-10%	-5%
Cc1cc(C)cc(N(CC(=O)NCCSCc2ccccc2)S(C)(=O)=O)c1	-5%	-3%	-6%	6%	5%	6%	-5%	14%
O=C1c2ccccc2C(=O)c2c(NCCCN(CCO)CCO)cccc21	?	-53%[inhibitor]	-3%	-5%	-3%	7%	3%	111%[activator]
CN(C(=O)Cc1noc2ccccc12)c1ccccc1	-1%	19%	-9%	-7%	-3%	-1%	-3%	-3%
CCCCc1nc2c(c3c1C[C@H](C)OC3)CN(C(=O)c1ccco1)CC2	14%[13.5 µM]	-12%[9.22 µM]	3%[17.5 µM]	.	-10%[11.4 µM]	.	3%[17.4 µM]	3%[14.2 µM]
O=C1CC(C2CCCO2)C(=O)N1c1cccc(Cl)c1 (stereo not given)	8%	-8%	5%	-3%	1%	3%	1%	-10%
N#C/C(=C\c1ccc(-c2ccc(C(=O)O)cc2)o1)C(=O)NCC1CCCO1 (stereo not given)	?	?	6%	-2%	?	7%	-11%	-4%

A draw from above in order of SMILES length, falling.
SMILES	ALDH1A1 block	SMN2 splice enh	GLA spleen mod	GAA inhib	KDM4E inh	GAA glycogen mod	aGlu spleen mod	GoLoco inh red
CN1C(=S)N(c2cccnc2)C(=O)/C1=C\c1ccc(N(C)C)cc1	13µM*	-21%	6%	-6%	9%	6%	3%	140%[activator]
Cc1cccc(CN2CCN(C3CCCC3)C(CCO)C2)n1 (stereo not given)	3%	.	-2%	0%	-1%	6%	-10%	-5%
CN(C(=O)Cc1noc2ccccc12)c1ccccc1	-1%	19%	-9%	-7%	-3%	-1%	-3%	-3%

Going on with the list:
SMILES	ALDH1A1 block	SMN2 splice enh	GLA spleen mod	GAA inhib	KDM4E inh	GAA glycogen mod	aGlu spleen mod	GoLoco inh red
Cc1cc(N)n(-c2ccc3ccccc3c2)n1	-2%	?	5%	5%	11%	-5%	9%	10%
Cc1cc2ccccn2c1C(C[N+](=O)[O-])c1ccc(N(C)C)cc1 (stereo not given)	?	?	2%	4%	?	?	3%	16%
O=C(Nc1ccc(N2CCCC2)cc1)c1cccc(-c2cc3ccccc3oc2=O)c1	2.2µM*	-18%	-2%	-13%	5%	-3%	-13%	10%
Cc1cc(NCCCn2ccnc2)n2nc(-c3ccc(Cl)cc3)cc2n1	?	3%	-19%	2%	-7%	-10%	1%	38%[activator]
COc1ccccc1NC(=S)N(CCCN(C)C)Cc1cc2cc3c(cc2[nH]c1=O)OCO3	?	.	14%	0%	?	6%	-2%	7%
Cc1nc([N+](=O)[O-])c(SCC(O)CCl)n1Cc1ccc(Cl)cc1 (stereo not given)	2%	2%	-7%	6%	5%	12%	-3%	10%
c1ccc2nc(C3=NCCN3)ccc2c1	4%	13%	9%&-1%	.	?	.	0%&-15%	-2%&2%
CCCN(CCC)CC(O)CN(c1cc([N+](=O)[O-])ccc1OC)S(=O)(=O)c1ccccc1 (stereo not given)	?	3%	-4%	-10%	3%	-8%	-1%	1%
CCCc1cc(=O)oc2c(C)c(O)c(CN3CCCCC3)cc12	?	2%	10%	?	?	-14%	8%	-11%
COc1cc(CNCCCN2CCOCC2)ccc1OCC(=O)NC(C)(C)C	5%	12%	1%	-13%	-2%	-5%	1%	-8%
O=C(Cc1coc(-c2ccc(F)cc2)n1)NC1CCCCC1	9%	-11%	-3%	-2%	-1%	0%	-5%	4%
CC(=O)NC/C(C)=N\Nc1ccc([N+](=O)[O-])cc1	?	-37%[inhibitor]	-8%	-7%	-1%	-19%	-6%	6%
Oc1c(C(c2cccs2)N2CCOCC2)sc2ncnn12 (stereo not given)	1%	2%	12%	-7%	6%	-6%	-3%	5%
COc1cc(NC(=O)C/C(C)=N/NC(=O)C(=O)NC2CCCCC2)c(OC)cc1Cl	-6%	4%	1%	-10%	62%[activator]	-20%	.	5%
COc1cccc(NC(=O)CSc2nnc(-c3cccs3)n2C)c1	0%	-9%	-3%	-3%	11%	-6%	2%	-4%
CC(Cl)C(=O)Nc1ncc(C(F)(F)F)cc1Cl (stereo not given)	7.1µM*	16%	5%	-11%	?	8%	2%	-13%
O=c1[nH]cc(N(CCO)CCO)c(=O)[nH]1	.	.	6%	.	5%	?	6%	6%
Cc1ccc2nc(N(CCCN(C)C)C(=O)CN3C(=O)c4ccccc4C3=O)sc2c1	?	17%	1%	?	-21%	7%	8%	8%
CCN1CCN(Cc2c(O)ccc3c(=O)c(-c4ccc(OC)c(OC)c4)c(C(F)(F)F)oc23)CC1	?	-18%	?	-10%	0%	-17%	-5%	-1%
O=C(Nc1nc2ccc(F)cc2s1)C1=NN(c2ccccc2)C(=O)CC1	?	.	-1%	-1%	3%	6%	-4%	10%
COc1ccc(-c2nc(SCC(=O)NC3CCCC3)c(-c3ccc(OC)cc3)[nH]2)cc1	?	-20%&4%	-3%	-6%	2%	1%[76.3 µM]	-5%	6%
O=[N+]([O-])/C=C/c1cc2ccccc2[nH]1	.	.	4%	.	-6%	-1%	2%	4%
COc1ccc(/C=C/c2nc3ccccc3n2C)cc1	?	0.32µM*	3%	0%	?	-1%	4%	10%
CCC(C(=O)O)N1C(=O)C2CCCCC2C1=O (stereo not given)	.	.	3%	.	7%	-1%	0%	5%
CCN1CCN(C(=O)CN(Cc2ccccc2)S(C)(=O)=O)CC1	?	?	-4%	-6%	3%	-4%	-9%	5%
COCCOC(=O)C1=C(C)NC(=O)NC1c1ccc(-c2ccc(F)cc2)o1 (stereo not given)	?	-3%	-3%	-2%	-9%	4%	5%	17%
COC(=O)CCN(C(C)=O)c1ccc(N)cc1	14%	-3%	-6%	-4%	6%	5%	-5%	2%
Cc1cccc(NC(=O)CSc2nnc(-c3ccccc3)n2N)c1	-2%	-6%	0%	-15%	4%	3%	-3%	11%
CCC(Sc1nc(N)cc(=O)[nH]1)C(=O)Nc1cc(C)on1 (stereo not given)	9%	.	6%	-3%	-1%	-1%	0%	10%
COC(=O)c1ccc(Cn2nc([N+](=O)[O-])c(Br)c2C)cc1	.	.	3%	.	-3%	-8%	1%	7%
CO/N=C/C(=N\Nc1cc(OC)cc(OC)c1)C(=O)c1ccccc1	-12%	-19%	12%	?	-1%	0%	-4%	5%
Cc1ccc(NC(=O)c2ccc(Nc3c([N+](=O)[O-])cc([N+](=O)[O-])cc3[N+](=O)[O-])cc2)cc1	0.56µM*	-16%	5%	?	-7%	-8%	-1%	3%
CN(C)c1ccc(/C=N/NC(=O)c2ccccc2)cc1	?	11µM*	-4%	-2%	-13%	23%	0%	3%
O=C(c1ccco1)N1CCN(c2ccc([N+](=O)[O-])c(N3CCOCC3)c2)CC1	3%	.	2%	?	-6%	16%	9%	6%
CCOC(=O)c1ccc(NC(=S)N2CCN(CCN=CC3=C(O)CC(C)(C)CC3=O)CC2)cc1	0.5µM*	.	10%	11%	-10%	2%	2%	1%
CN(C)C1(CNC(=S)Nc2ccccc2C(F)(F)F)CCCCC1	-2%	.	1%	-17%	11%	9%	0%	4%
FC(F)Oc1ccc(-n2cc(-c3ccccc3)[n+]3c2CCCCC3)cc1	.	.	1%	.	-5%	3%	3%	1%
N#Cc1c2c(c(-c3ccccc3Cl)[nH]c1=S)CCCC2	-5%	-17%	-3%	8%	9%	5%	-3%	9%
O=S1(=O)CC(NCc2ccccc2)C(Nc2ccccc2)C1 (stereo not given)	-2%	8%	7%	-12%	-2%	-16%	2%	4%
CCN1C(=O)CSC1=NC1C2CC3CC(C2)CC1C3 (stereo not given)	7%	.	4%	-3%	5%	4%	-4%	.
Fc1ccc(COc2ccc(Br)cc2CNCC2CCCO2)cc1 (stereo not given)	3%	-12%	-3%	-1%	-8%	-7%	-15%	-1%
Clc1ccc(-c2nc3cnccn3c2Nc2ccc3c(c2)OCO3)cc1	?	1%	8%	-1%	-8%	?	1%	-15%
Cc1nc2cc3c(cc2c(C)c1C(=O)OC(C)C)OCO3	?	?	10%	1%	-13%	-9%	10%	15%
CCCN(CCC)S(=O)(=O)c1ccc(C(=O)Nc2c(C)n(C)n(-c3ccccc3)c2=O)cc1	4%	-5%	-7%	-2%	4%	2%	-2%	-8%
CC(=O)NC1C(Oc2ccccc2C)OC(CO)C(O)C1O (stereo not given)	5%	-13%	6%	?	-1%	4%	4%	21%
CC1CCc2c(sc3ncnc(SCC(=O)c4ccccc4)c23)C1 (stereo not given)	-12%	?	-24%	2%	-1%	1%	-20%	2%
COC(=O)c1cccc(Cn2c(Cl)c(/C=N/Nc3ccccc3C)sc2=O)c1	22µM*	0%	-9%	1%	?	1%	3%	38%[activator]
CCC(=O)Oc1ccc(C(CC)C(CC)c2ccc(OC(=O)CC)cc2)cc1 (stereo not given)	-4%	-14%	4%	-3%[15.4 µM]	10%	-13%	4%	5%
Cc1ccc(SC[C@H](c2ccccc2)N2CCN(C)CCC2=O)cc1	.	.	5%	.	-5%	2%	-4%	1%
CCOC(=O)c1cccc(S(=O)(=O)N2CCCC2)c1	-15%	5%	2%	-1%	1%	7%	11%	-7%
COc1ccc(-c2[nH]c(-c3cccc(OC)c3)nc2SCC(=O)NC2CCCC2)cc1	?	-16%	11%	0%	-1%	-7%[76.3 µM]	6%	21%
Cc1ccc(C(=O)Nc2cccc(-c3cn4ccccc4n3)c2)cc1	-12%	.	2%	-16%	-29%	-13%	-9%	10%

Screening data deposited in PubChem BioAssay by National Center for Advancing Translational Sciences (NCATS).

Some of the compounds tested; rates above refer to the full screens.
